A3G deaminase – APOBEC3G DNA deaminase inhibitors, primary screen, biochemical, fluorescence, single-stranded DNA substrate, uHTS. AID 493012, 2011. hit rate 0.28% among 330,000. recombinant A3G, ssDNA deamination FAM/TAMRA fluorescence. inhibition, % at 20 µM. DNA dC->dU-editing enzyme APOBEC-3G (Homo sapiens), Q9HC16;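 active = inhibition of at least 40% at 20 µM, with no more than 30% in the related APOBEC3A deaminase screen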;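 also: plate controls were DMSO wells with A3G for no effect and wells lacking A3G enzyme for full effect; some compounds called inactive have numbers as strong as hits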
A3A deaminase – APOBEC3A ssDNA deaminase inhibitors, primary screen, selectivity assay for APOBEC3G inhibitor project, biochemical, FAM/TAMRA oligo cleavage fluorescence; hit rate 0.41% among 330,000; inhibition, % at 20 µM; AID 493011, 2011; DNA dC->dU-editing enzyme APOBEC-3A (Homo sapiens), P31941; recombinant A3A, FAM/TAMRA ssDNA deamination fluorescence;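 active = at least 40% inhibition at 20 µM here, with at most 30% in a related deaminase screen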;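 also: plate controls were A3A with DMSO for no effect and wells lacking A3A enzyme for full effect; some results filed as inactive read as strong as hits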
Target sequence (P31941 whole entry, looked up): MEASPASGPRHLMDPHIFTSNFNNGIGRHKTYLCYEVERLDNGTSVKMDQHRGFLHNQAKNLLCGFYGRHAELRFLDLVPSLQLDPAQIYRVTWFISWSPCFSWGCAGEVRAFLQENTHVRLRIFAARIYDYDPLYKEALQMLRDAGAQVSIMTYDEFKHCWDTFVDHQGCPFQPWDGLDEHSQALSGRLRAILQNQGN
hIAP act – human IAP activators, primary screen, biochemical, luminescence, uHTS; Intestinal-type alkaline phosphatase (Homo sapiens), P09923; activation factor at 10 µM; purified human IAP, CDP-Star luminescence, 30 min; stronger effect = higher value; 1 = vehicle-only enzyme, 0 = enzyme-free background; hit rate 0.16% among 330,000;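 active = activation factor of the enzyme at least 2-fold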; also: the source names both 10 and 20 µM as test concentration; values of inactives mirror those of a sister screen read the other way
Target sequence (P09923 whole entry, looked up): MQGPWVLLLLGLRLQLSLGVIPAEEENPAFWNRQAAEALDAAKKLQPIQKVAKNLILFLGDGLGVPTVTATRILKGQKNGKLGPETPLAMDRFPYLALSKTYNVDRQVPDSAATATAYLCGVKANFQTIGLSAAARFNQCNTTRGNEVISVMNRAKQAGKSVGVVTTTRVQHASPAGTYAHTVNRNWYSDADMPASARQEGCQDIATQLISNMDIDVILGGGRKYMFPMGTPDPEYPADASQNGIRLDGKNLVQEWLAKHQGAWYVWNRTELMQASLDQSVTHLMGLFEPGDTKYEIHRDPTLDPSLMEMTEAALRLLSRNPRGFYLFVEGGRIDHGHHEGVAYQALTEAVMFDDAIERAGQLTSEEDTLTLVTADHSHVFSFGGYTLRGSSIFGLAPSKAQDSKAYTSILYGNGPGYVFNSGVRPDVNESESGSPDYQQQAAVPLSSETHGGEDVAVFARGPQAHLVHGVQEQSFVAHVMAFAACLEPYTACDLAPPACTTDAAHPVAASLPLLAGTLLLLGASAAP
beta cell repl – inducers of MIN6 beta-cell proliferation, primary screen, ATP luminescence, uHTS; proliferation, % at 10 µM; AID 2380, 2010; hit rate 0.29% among 330,000; MIN6 cells proliferation, ATPlite luminescence, 48 h; cells starved in 0.2% serum; 100% = growth in 10% serum;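 active = compounds whose signal lies at least 3.5 SD above the mean of all wells on their plate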;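 also: 0% = DMSO-treated cells in low-serum medium and 100% = 10% serum control; some compounds called inactive have numbers as strong as hits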
NLRP3 yeast inh – NALP3 inflammasome inhibitors in reconstituted yeast, primary screen, luminescence, uHTS; Yeast reconstituted NLRP3/ASC/caspase-1, beta-gal luminescence, 24 h; inhibition, % at 10 µM; hit rate 0.39% among 330,000; AID 2825, 2010;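 active = inhibition of 50% or more; inactive = inhibition below 50%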;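 also: plate controls were induced DMSO wells for no effect and uninduced yeast grown without galactose for full effect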
mIAP act – activators of mouse IAP, primary screen, biochemical, luminescence, uHTS; intestinal alkaline phosphatase [Mus musculus]; muIAP, CDP-Star luminescence, 30 min; stronger effect = higher value; 1 = vehicle-only enzyme signal, 0 = enzyme-free wells; activation factor at 10 µM; hit rate 0.24% among 330,000; AID 2805, 2010;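 active = activation factor of at least 2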; also: the source names both 10 and 20 µM as test concentration; values of inactives mirror those of a sister screen read the other way
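Assay system: mouse IAP enzyme / Compound: DMSO-dissolved test compounds / Timing: 30 min, room temperature / Measured by: luminescence from enzymatic CDP-Star hydrolysis / Control set: DMSO-only wells, enzyme-free buffer wells as negative control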
SENP1 inh – human SENP1 catalytic domain inhibitors, primary screen, biochemical, FRET, uHTS; Sentrin-specific protease 1 (Homo sapiens), Q9P0U3; hit rate 0.21% among 360,000; inhibition, % at 10 µM; AID 624204, 2012; recombinant SENP1 catalytic domain, CyPet-SUMO1-YPet FRET cleavage;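 active = inhibition at least 30% at 10 µM, raw YFP signal under a set limit, fluorescence ratio 0.5 to 1.5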;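 also: 0% = enzyme with DMSO and 100% = no enzyme wells; some results filed as inactive read as strong as hits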
Target sequence (Q9P0U3 419-644 limits assumed): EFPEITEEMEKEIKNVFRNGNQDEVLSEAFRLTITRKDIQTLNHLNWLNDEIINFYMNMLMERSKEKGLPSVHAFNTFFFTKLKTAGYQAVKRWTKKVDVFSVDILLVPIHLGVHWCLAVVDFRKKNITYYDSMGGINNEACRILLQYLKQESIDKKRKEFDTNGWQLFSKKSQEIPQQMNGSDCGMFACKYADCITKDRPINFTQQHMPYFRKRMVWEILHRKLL
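system = hSENP1 catalytic domain, recombinant | reagent = SFCypet-SUMO1-SFYpet substrate at 25 nM | doses = one dose per compound, 10 µM, 0.5% DMSO | incubation = enzyme reaction for 50 min at room temperature, dark | measured by = FRET, CFP and YFP emission | controls = no-enzyme low, enzyme-DMSO high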
hIAP inh – human IAP inhibitors, primary screen, biochemical, luminescence, uHTS. purified IAP, CDP-Star luminescence, 30 min. inhibition, % at 10 µM. hit rate 0.12% among 330,000;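 active = inhibition reaching a set limit with compound at 10 µM in the primary screen, cut at about 35% in these data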;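 also: plate controls were DMSO wells with enzyme for no effect and no-enzyme buffer wells for full effect; values of inactives mirror those of a sister screen read the other way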
mIAP block – inhibitors of mouse IAP, primary screen, biochemical, luminescence, uHTS. purified mouse IAP, CDP-Star luminescence, 30 min. inhibition, % at 10 µM. hit rate 0.2% among 330,000. AID 2806, 2010;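 active = inhibition of at least 40% at 10 µM in the primary screen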;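 also: plate controls were DMSO with enzyme for no effect and no enzyme wells for full effect; values of inactives mirror those of a sister screen read the other way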
* hit, by the source's call; . = no result given. The list is partial; rates above refer to the full screens.

SMILES	A3G deaminase	A3A deaminase	hIAP act	beta cell repl	NLRP3 yeast inh	mIAP act	SENP1 inh	hIAP inh	mIAP block
CCN1C[C@@H]2[C@@H]3C(=O)N(Cc4ccccc4)C(=O)[C@@H]3[C@](CC)(C(=O)OC)N2C1=NC1CCCCC1	4	2	.	.	.	1	2	.	-2
Cc1ccc2cc(CN(CC(C)C)S(=O)(=O)c3cccc4nonc34)c(=O)[nH]c2c1	-5	-2	1	-3	11	0.95	-29	-5	5
COc1ccc(-c2ocnc2C(=O)Nc2ccc3c(c2)CCC3)cc1	-6	0	0.95	-2	10	1	1	5	-1
Cc1ccc(NC(=O)COC(=O)c2ccccc2Cl)cc1S(=O)(=O)N(C)C	-7	-9	1.2	-1	1	1.1	4	-15	-11
CCCOc1ccc(N2C(=O)CC(SC(=NC)Nc3ccc(F)cc3)C2=O)cc1 (configuration not stated)	0	1	1	1	14	1.1	3	-3	-6
CSCCC(NC(=O)C1CCC(C)CC1)C(=O)NCCN1CCOCC1 (configuration not stated)	-7	-5	1	-3	13	1	-1	-2	-4
Cc1occc1C(=O)N/N=C/c1sc(N2CCOCC2)nc1-c1ccccc1	-4	-1	1	2	21	0.96	-8	-3	4
CCCNC(=O)c1csc2c1CCCCC2	-2	-2	0.96	-4	-3	1	3	4	-2
Cc1ccccc1OCC(=O)NNC(=O)Nc1ccccc1	-2	-3	1.5	-2	8	1.1	2	-46	-6
CN1CCc2ccccc2CC1=O	-3	-3	0.91	0	0	1	1	9	-2
CCOC(=O)C1CCN(C(=O)c2cc3ccc(OC)cc3[nH]2)CC1	-6	-7	1.1	-4	23	0.98	-2	-8	2
CCS(=O)(=O)c1ccc2oc(SCC(=O)NCCC3=CCCCC3)nc2c1	-4	-2	0.99	0	19	1	2	1	-4
Cc1cc(S(=O)(=O)N2CCOCC2)ccc1NC(=O)c1ccc(F)cc1	2	8	1.2	-5	6	0.9	3	-21	10
CCOC(=O)C(N)CSC1CC(=O)N(CCc2ccccc2)C1=O (configuration not stated)	4	-6	1.1	-3	10	1.1	1	-6	-6
CCCCCOc1ccc(/C(C)=N/NC2=NCCN2)cc1	-1	-4	0.9	-5	3	1	0	10	-1
N=c1nc(SCCC(=O)O)ss1	5	5	1.1	0	2	1	-1	-11	-2
Cc1cccc(N2CC(C)Cn3c2nc2c3c(=O)n(CC(=O)OCc3ccccc3)c(=O)n2C)c1 (configuration not stated)	3	2	1.3	-3	8	0.91	2	-33	10
Cc1nc2ccccc2n1C(=O)c1ccc(Cl)cc1[N+](=O)[O-]	-9	-2	1.1	0	-3	0.99	1	-5	1
CC(=O)Nc1ccc(C(=O)Nc2nc(-c3cc(C)n(Cc4ccccc4)c3C)cs2)cc1	-5	-2	1.1	-2	1	0.79	-4	-5	21
COc1cccc(Cn2nnc3c(=O)[nH]c(C4CCCN(C(=O)c5ccccc5Cl)C4)nc32)c1 (configuration not stated)	-1	-3	1.1	3	10	0.93	-1	-6	7
COc1ccc(C(=O)COC(=O)COc2cccc3c2OC(C)(C)C3)c(OC)c1	-3	23	1	1	32	0.97	1	-1	3
COc1ccc(N2CCN(C(=O)c3ccc(Cn4nc(C)c([N+](=O)[O-])c4C)o3)CC2)cc1	1	3	1	-4	16	0.99	1	-2	0
COCCn1c(N)c(Sc2ccccc2)c(=O)[nH]c1=O	-5	-3	1.1	-3	2	0.99	-1	-7	0
Cc1sc(N)c(C#N)c1C	-2	0	0.95	-2	-3	0.86	0	5	14
O=C1CC(c2ccccc2)n2nc(NS(=O)(=O)c3ccccc3)nc2N1 (configuration not stated)	-5	-1	0.99	-2	18	1	2	1	-2
O=C(CCNC(=O)c1ccccc1Cl)Nc1cccc(S(=O)(=O)N2CCOCC2)c1	-9	-2	1.1	-3	12	1.2	2	-7	-16
COC(=O)c1ccc(NC(=O)c2ccc(NC(=O)C3CCCO3)cc2)cc1 (configuration not stated)	2	-7	1.2	-4	-7	1	-1	-15	-4
Cc1ccc(S(=O)(=O)N2CCCC2CNC(=O)C(=O)NC2CCCC2)cc1 (configuration not stated)	-4	0	1	-5	15	1	0	-3	-2
COC(=O)CCSc1nccn1Cc1ccccc1	-10	-4	1	-2	11	0.93	1	-4	7
COc1ccc(-c2noc(-c3ccccc3Cl)n2)cc1OC	-4	-3	0.92	-1	26	0.95	0	8	5
N#CCc1c(C#N)c(N)nc(N2CCCC2)c1C#N	-4	-1	0.99	6	9	1	1	0	-3
O=C(OCc1cncs1)c1ccccc1Cl	-8	0	1	3	21	1	3	-1	-4
Cc1ccc(Cn2cccc(NC(=O)CCC3CCCC3)c2=O)cc1	-6	7	1.1	-3	23	1.1	1	-12	-5
CCN(CC)S(=O)(=O)c1cccc(-n2c(O)c(C=Nc3ccccc3C(=O)O)c3ccccc3c2=O)c1	-4	-1	0.85	-3	17	0.89	-66	15	12
O=C(Nc1ccc2c(c1)OCCO2)c1cnc2ccccn2c1=O	-5	-3	0.89	-3	25	0.95	-1	11	5
O=C(O)CC1(CC(=O)Nc2cccc(C(=O)O)c2)CCCC1	-9	-6	1.1	-2	3	1	1	-9	-4
CCCn1c(=O)c2c(C(F)(F)F)cc(-c3ccco3)nc2n(CCC)c1=O	8	2	0.88	-1	2	1	-7	12	-1
CC(Oc1ccccc1Cl)C(=O)N(Cc1cccs1)C1CCS(=O)(=O)C1 (configuration not stated)	-10	0	1.1	2	-10	1.1	-2	-8	-7
CC(C(=O)OCC(=O)c1ccc(F)cc1)N1C(=O)C2C3C=CC(C3)C2C1=O (configuration not stated)	-5	-3	1.2	-4	17	1.1	3	-18	-7
Cc1sc(NC(=O)COc2ccccc2)c(C#N)c1C	37	-1	1.1	-3	9	0.82	1	-8	18
Cc1nn(CC(=O)NCCC2=CCCCC2)c(C)c1[N+](=O)[O-]	-10	-3	0.86	0	7	0.98	0	14	2
O=C1c2ccccc2NC(c2ccccc2Br)N1CCCN1CCOCC1 (configuration not stated)	-8	3	0.98	-3	9	1.1	-1	2	-5
Cc1cccc(NC(=S)NCc2ccncc2)c1C	-2	1	1.1	0	7	1	0	-14	-2
COc1cc(/C=N/OCC(=O)Nc2cc(C)on2)ccc1OCc1ccccc1	-6	-2	1	-1	19	0.92	-12	-3	8
CCC(C)(C)NC(=O)C(c1cccn1C)N(C(=O)Cn1nnc2ccccc21)c1ccc(F)cc1 (configuration not stated)	-2	5	0.98	-2	17	1.1	0	2	-7
O=C(O)CCCC(=O)NCCCCc1ccccc1	-2	-1	1.1	2	-4	0.98	0	-7	2
Cc1ccc(S(=O)(=O)N2CCN(C(=O)C(C)Cn3cncn3)CC2)cc1 (configuration not stated)	-7	-2	0.93	2	9	0.98	0	7	2
COc1ccccc1Nc1nc(N2CCCC2)nc(N2CCOCC2)n1	-11	-3	0.93	-2	15	1	1	7	-5
CC(C)(C)C(=O)Nc1ccc(N2CCN(S(C)(=O)=O)CC2)cc1	-6	-3	1	-1	14	0.96	1	-1	4
O=C(Cn1c(-c2ccc(Cl)cc2)noc1=O)N1CCN(c2ccccc2F)CC1	-5	0	0.89	-3	-4	0.9	1	12	10
COC(=O)CSc1nc(C(C)C)nc2ccccc12	-1	-1	0.97	-2	-2	1	1	2	0
CN(C(=O)c1ccc2c(=O)n3c(nc2c1)CCCCC3)c1ccccc1	-6	-20	1.2	1	-10	0.92	2	-15	8
COc1ccc2c(COC(=O)CNC(=O)C34CC5CC(CC(C5)C3)C4)cc(=O)oc2c1	-3	-4	1	0	15	0.9	-38	-1	10
COc1ccc(CNC(=O)CN(C(=O)c2snc(C(N)=O)c2N)c2ccc(OC)c(OC)c2)cc1	-4	0	0.87	-1	9	0.97	0	13	3
COc1ccccc1-n1c(SCC(=O)N2CCCCC2)nnc1-c1ccccc1O	-4	-5	1	0	5	0.99	3	-1	1
CC(C(=O)NCCS(=O)(=O)c1ccc(Cl)cc1)S(=O)(=O)c1ccccc1 (configuration not stated)	-5	-2	1	5	1	0.9	2	-2	10
CC[C@H](C)[C@H](NC(N)=O)C(=O)Nc1ccccc1F	0	26	1	0	13	1.1	1	-3	-9
COc1cc(/C=N/n2c(COc3ccccc3)n[nH]c2=S)cc(OC)c1OC(C)=O	9	-2	0.94	-1	11	0.99	0	6	1
CCc1nc2ccccc2c(C(=O)OCC(=O)N(CC(C)C)c2c(N)n(Cc3ccccc3)c(=O)[nH]c2=O)c1C	4	-2	1.1	-5	7	1	-1	-7	-1
CC(=O)NCC(=O)N(c1ccccc1)C1(C(=O)NC2CCCCC2)CCCCC1	-2	-1	0.83	1	2	0.92	-1	17	8

Reprinted from the part before: two entries, then new ones.
SMILES	A3G deaminase	A3A deaminase	hIAP act	beta cell repl	NLRP3 yeast inh	mIAP act	SENP1 inh	hIAP inh	mIAP block
CCc1nc2ccccc2c(C(=O)OCC(=O)N(CC(C)C)c2c(N)n(Cc3ccccc3)c(=O)[nH]c2=O)c1C	4	-2	1.1	-5	7	1	-1	-7	-1
CC(=O)NCC(=O)N(c1ccccc1)C1(C(=O)NC2CCCCC2)CCCCC1	-2	-1	0.83	1	2	0.92	-1	17	8
CCOC(=O)CNC(=O)c1cnn2cccnc12	-6	-3	1	-3	25	0.98	1	-2	2
Cc1cc(OCC(=O)NCc2nc(-c3ccccc3)no2)c(C)cc1Br	-3	-6	1.1	-2	8	1	3	-10	-2
COc1cccc(C(=O)N(Cc2ccco2)Cc2cc3cccc(C)c3[nH]c2=O)c1	1	0	0.9	1	4	0.9	1	10	10
Cc1cccc(NC(=O)C2CCCN(C(=O)Nc3ccccc3)C2)c1C (configuration not stated)	-4	-3	0.96	-1	15	0.95	2	4	5
Cn1c(CNC(=O)c2ccccc2F)nnc1SCC(=O)Nc1nncs1	-4	0	1.2	3	4	1	2	-19	0
O=C1C2C3C=CC(C2C(=O)N1CCO)C1C(=O)N(CCO)C(=O)C31 (configuration not stated)	-5	-2	1	2	3	0.98	0	-2	2
COc1ccc(OC)c(C(=O)COC(=O)c2cccnc2SC)c1	-9	0	0.89	2	27	0.98	2	11	2
NS(=O)(=O)c1ccc(NC(=S)NCc2cccs2)cc1	-8	-3	0.99	-1	8	0.94	3	1	6
O=C(Cn1cc(/C=N/NC(=O)c2ccccc2Br)c2ccccc21)Nc1ccc(F)cc1	-9	-1	0.93	-4	-17	1.1	-3	7	-12
